# Compound activity deposited in PubChem BioAssay by National Center for Advancing Translational Sciences (NCATS).
# Pol iota inh: inhibitors of human DNA polymerase iota; Q9UNA4; Pol iota fluorescent replication assay, 10 min; Potency, µM (titrated, usually from 115 µM), for the others: at the top dose activity, negative = inhibition, actives largely listed as inhibitors; AID 588590; actives 1% (n = 390,000); note: potency is the fitted concentration of half-maximal effect
#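 Pol iota at 10 nM preincubated 15 min with compounds at room temperature; reaction started with fluorescent substrate, 50 nM final. Fluorescence read kinetically at 0 and 10 min; buffer-only wells as negative control.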
# BLM helicase inh: inhibitors of human Bloom syndrome helicase BLM. AID 2528. actives 0.2% (n = 350,000). recombinant BLM DNA unwinding, fluorescence dequenching. P54132. Potency, µM (series often up to 56.1 µM), for inactives: at the highest dose activity change, negative = inhibition, actives largely listed as inhibitors;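 note: potency is the fitted concentration of half-maximal effect; plate controls were vehicle for no effect and no enzyme for full effect; nearly all actives have a fitted effect of over 35% in size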
# Pol kappa inh: inhibitors of human DNA polymerase kappa | Q9UBT6 | purified Pol kappa, fluorescent DNA synthesis assay, 10 min | Potency, µM (doses to about 107 µM), inactives show at the top dose activity, negative = inhibition, hits mostly inhibitors | actives 0.53% (n = 400,000) | AID 588579; note: potency is the fitted concentration of half-maximal effect; % is set by controls: 0 for no effect and ±100 for the full control effect
# Target sequence (Q9UBT6 whole entry, looked up): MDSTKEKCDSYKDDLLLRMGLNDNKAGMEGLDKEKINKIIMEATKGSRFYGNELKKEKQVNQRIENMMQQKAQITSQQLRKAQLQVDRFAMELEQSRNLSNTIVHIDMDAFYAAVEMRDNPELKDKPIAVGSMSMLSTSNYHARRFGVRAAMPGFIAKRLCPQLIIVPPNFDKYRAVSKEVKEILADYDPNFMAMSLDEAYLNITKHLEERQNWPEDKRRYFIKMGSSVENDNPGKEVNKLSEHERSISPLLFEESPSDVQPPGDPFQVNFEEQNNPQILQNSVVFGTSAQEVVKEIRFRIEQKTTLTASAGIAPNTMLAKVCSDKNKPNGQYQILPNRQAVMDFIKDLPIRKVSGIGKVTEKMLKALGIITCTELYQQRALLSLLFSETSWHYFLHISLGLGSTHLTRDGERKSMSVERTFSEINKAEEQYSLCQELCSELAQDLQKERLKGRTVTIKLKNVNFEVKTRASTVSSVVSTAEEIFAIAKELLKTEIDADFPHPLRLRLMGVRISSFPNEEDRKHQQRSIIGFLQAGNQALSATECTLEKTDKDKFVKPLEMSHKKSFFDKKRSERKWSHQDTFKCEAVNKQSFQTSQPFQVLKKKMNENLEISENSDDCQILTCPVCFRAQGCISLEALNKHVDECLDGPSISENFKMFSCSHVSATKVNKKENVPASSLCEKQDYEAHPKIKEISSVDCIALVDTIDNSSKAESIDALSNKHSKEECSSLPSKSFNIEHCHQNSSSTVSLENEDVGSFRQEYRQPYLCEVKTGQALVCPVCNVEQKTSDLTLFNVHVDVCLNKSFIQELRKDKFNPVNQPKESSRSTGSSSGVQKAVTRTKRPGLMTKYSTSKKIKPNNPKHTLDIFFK
#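 Inhibition of 10 nM Pol kappa is measured by a fluorescent read-out at 0 and 10 min following addition of 50 nM substrate (final), with a 15-min room-temperature compound preincubation.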
# RXFP1 antag: antagonists of human relaxin receptor RXFP1; HEK293-RXFP1, relaxin-stimulated cAMP HTRF, 30 min; hits give low values; actives 0.59% (n = 350,000); Q9HBX9; activity change, negative = inhibition, % at 57.5 µM;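 active = activity change of -60% or lower, but not beyond a set lower limit; inconclusive = change between -60% and -40%, or beyond the set limit; inactive = change above -40%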; note: % is set by controls: 0 for no effect and ±100 for the full control effect
# PGK inhibitor: T. brucei PGK inhibition | actives 0.043% (n = 380,000) | PGK/GAPDH coupled, Kinase-Glo luminescence, 60 min | Potency, µM (top dose mostly 57.5 µM), for inactives: at the top dose activity change, negative = inhibition, actives largely listed as inhibitors | AID 602233; note: potency is the fitted concentration of half-maximal effect; % is set by controls: 0 for no effect and ±100 for the full control effect; nearly all actives have a fitted effect of over 60% in size
#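 Recombinant glycosomal PGK reaction used 1,3-bisphosphoglycerate generated in-well by GAPDH (100nM final) in 100mM TEA pH 7.6, 5mM MgCl2, 0.01% Tween-20. After 60 minutes at room temperature, ATP was read by Kinase-Glo Plus luminescence end-point.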
# APEX1 inh: inhibitors of human APE1 endonuclease; Potency, µM (series often up to 65.8 µM), for the others: top-dose activity change, negative = inhibition, actives largely listed as inhibitors; actives 0.35% (n = 350,000); P27695; recombinant APE1, TAMRA/BHQ-2 abasic DNA cleavage fluorescence;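 note: potency is the fitted concentration of half-maximal effect; plate controls were vehicle for no effect and reference inhibitor for full effect; nearly all actives have a fitted effect of over 55% in size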
#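 Endonuclease cleavage of a quenched abasic-site DNA duplex (50 nM) by APE1 (0.75 nM) was tracked by TAMRA dequenching. Compounds were preincubated with enzyme 15 min at room temperature; data normalized to buffer-only and DMSO wells plus NSC13755 control.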
# POLB inh: DNA polymerase beta (human) inhibition | actives 1.3% (n = 340,000) | AID 485314 | Potency, µM (doses to about 114 µM), without a hit: at the highest dose activity change, negative = inhibition, hits mostly inhibitors | Pol beta primer extension/strand displacement, fluorescence kinetic; note: potency is the fitted concentration of half-maximal effect; % is set by controls: 0 for no effect and ±100 for the full control effect
#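 Kinetic readout of DNA synthesis with strand displacement by Pol beta. Compound and 10 nM enzyme sit 15 min at room temperature; 50 nM substrate starts the reaction, read immediately and at 10 min.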
# Anesthetic bind: candidate novel general anesthetic via apoferritin binding | P02791 | apoferritin/1-aminoanthracene competitive binding, fluorescence | Potency, µM (series often up to 77.5 µM), without a hit: at the highest dose activity change, negative = displacement, most hits filed as inhibitors | actives 0.074% (n = 350,000) | AID 485281; note: potency is the fitted concentration of half-maximal effect; % is set by controls: 0 for no effect and ±100 for the full control effect; nearly all actives have a fitted effect of over 20% in size
# Target sequence (P02791 2-175 limits assumed): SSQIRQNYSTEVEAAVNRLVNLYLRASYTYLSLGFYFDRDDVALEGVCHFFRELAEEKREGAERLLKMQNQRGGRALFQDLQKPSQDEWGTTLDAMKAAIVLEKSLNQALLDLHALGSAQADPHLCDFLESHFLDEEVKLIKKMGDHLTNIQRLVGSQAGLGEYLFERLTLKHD
#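 Steps: apoferritin (10 uM) was premixed with half-saturated 1-AMA in PBS, compounds were pin-transferred, plates stood 10 min at room temperature, fluorescence was read at 380/535 nm, and curves were fitted with a Hill equation.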
# POLH inh: inhibitors of human DNA polymerase eta; Q9Y253; recombinant Pol eta, fluorescent DNA replication assay; Potency, µM (doses to about 114 µM), for the others: top-dose activity change, negative = inhibition, usual class: inhibitors; actives 1.2% (n = 390,000); AID 588591; note: potency is the fitted concentration of half-maximal effect; % is set by controls: 0 for no effect and ±100 for the full control effect
#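 Pol eta at 10 nM preincubated with compounds 15 min at room temperature; reaction started with fluorescent substrate (50 nM final) and read kinetically at 0 and 10 min.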
# An asterisk follows results filed as active; i = inactive; ? = inconclusive; . = not tested or not shown; [ ] = dose if it differs, or a comment. Unless noted, calls come from the whole dose curve; as a rule, active = well fitted curve in the direction sought with a large enough effect; inconclusive = small, poorly fitted or top-dose-only effect, or another doubt; inactive = no such curve, though single readings can be large; an effect the other way counts as inactive or inconclusive.
SMILES,Pol iota inh,BLM helicase inh,Pol kappa inh,RXFP1 antag,PGK inhibitor,APEX1 inh,POLB inh,Anesthetic bind,POLH inh
Cc1ccc(NC(=O)c2ccc(CN3CC(=O)N4CCCCC4C3=O)cc2)c(Cl)c1 (stereo not given),-21%,1%,-12%,1,2%,.,3%,4%,-12%
CCc1nnc(NC(=O)CSc2nnc(Cc3cccn3C)n2C)s1,-15%,-1%,-17%,7,4%,-2%,-1%,0%,-5%
CCOC(=O)c1cnc2ccc(OCC)cc2c1NCCN1CCOCC1,9%,-9%,-2%,-13,-2%,3%,-4%,?,-16%
OCCCNc1c2ccccc2nc2ccccc12,22µM*,131%[activator],79µM*,-18,i,17µM*,18µM*,8%,-3%
Cc1ccnc(NC(=O)c2ccc(Cl)c(NC(=O)c3ccccc3C)c2)c1,18%,-3%,3%,-3,0%,22%,4%,-7%,-4%
Cc1c(C(=O)N(C)C)sc2c1c(=O)n(-c1ccc(F)cc1)c(=O)n2CC(=O)N(C)c1ccccc1,3%,2%,-3%[60.1 µM],-6,8%,.,39%,-7%,-15%
COc1ccccc1/C=C/C(=O)Nc1ccc2c(c1)OCCO2,-6%,-8%,-12%,.,3%,0%,1%,-12%,-11%
N#CC(Sc1ccccn1)c1ccc(Cl)cc1Cl (stereo not given),37%[activator],-3%,5%,-25,-4%,-7%,-12%,?,-14%
CCn1c(CSc2nnc(-c3ccncc3)n2C)nc2cc(C(=O)O)ccc21,25µM*,-6%,-9%,-16,4%,-10%,-25%,-2%,-23%
C=CCn1c(C23CC4CC(CC(C4)C2)C3)n[nH]c1=S,120%[activator],2%,2%,-14,-11%,-6%,23%,?,2%
CCc1ccccc1NC(=S)N(CCN(C)C)C(C)c1ccccn1 (stereo not given),?,-5%,-5%,6,-7%,2%,2%,-11%,-1%
CSc1ccc(CCNC(=O)c2c(C)oc3ncn(C)c(=O)c23)cc1,3%,3%,-8%,.,-2%,.,-22%,-11%,-10%
NC(=O)Cn1nc([N+](=O)[O-])nc1Oc1ccccc1C(=O)N1CCOCC1,109%[activator],-2%,0%,-6,1%,17%,25%,-1%,-18%
O=C(NC1CCSc2ccccc21)c1cccc([N+](=O)[O-])c1 (stereo not given),7%,-2%,-7%,5,3%,30%,14%,?,1%
CCOC(=O)c1ccccc1Oc1c(F)c(F)nc(NCCO)c1F,0%,-8%,1%,2,.,4%,14%,-18%,-14%
COCCNC(=O)NC1(C(F)(F)F)Oc2ccc(Cl)cc2O1 (stereo not given),1%,2%,-12%,-16,-1%,-4%,17%,-16%,-9%
COc1ccc(Cl)cc1S(=O)(=O)NCc1cccs1,-13%,-1%,-7%,-2,1%,4%,26%,-11%,-11%
CCN(CC)S(=O)(=O)c1cccc(C(=O)NCC2CCCO2)c1 (stereo not given),-17%,-1%,-3%,-3,.,19%,24%,0%,-10%
Cc1ccccc1N1C(=O)CSC1=C(C#N)C#N,105%[activator],-6%,-20%,-5,0%,-14%,-1%,-14%,-16%
CC1(NC(=O)N2CCOCC2)CCS(=O)(=O)C1 (stereo not given),9%,-5%,-1%[60.1 µM],-6,-2%,11%,4%,-6%,-6%
Cc1ccc(C(=O)N[C@H](C(=O)NC2CCCCCCC2)C(C)C)cc1,26%,.,0%,-3,-1%,-2%,.,.,-4%
COC(C[C@H](O)C[C@@H](O)[C@H](C)OCc1ccccc1)OC,10%,0%,1%,.,i,5%,3%,-9%,-14%
COc1cc2c(cc1OC)C(c1ccccc1C(F)(F)F)CC(=O)N2 (stereo not given),-2%,-6%,-11%,-10,i,26%,16%,-23%,-5%
CCN(CC)S(=O)(=O)c1ccc(-c2cn3ccc(C)cc3n2)cc1,1%,-2%,-7%,-4,-1%,17%,10%,-15%,-5%
CCOC(=O)c1sc(NC(=O)c2cccnc2)c(C#N)c1C,-4%,-4%,-16%,3,1%,17%,41%,-13%,-2%

# 4 entries from above in another layout:
# Each structure is followed by: Pol iota inh	BLM helicase inh	Pol kappa inh	RXFP1 antag	PGK inhibitor	APEX1 inh	POLB inh	Anesthetic bind	POLH inh
CCc1nnc(NC(=O)CSc2nnc(Cc3cccn3C)n2C)s1
  -15%	-1%	-17%	7	4%	-2%	-1%	0%	-5%
CCN(CC)S(=O)(=O)c1cccc(C(=O)NCC2CCCO2)c1 (stereo not given)
  -17%	-1%	-3%	-3	.	19%	24%	0%	-10%
Cc1ccc(NC(=O)c2ccc(CN3CC(=O)N4CCCCC4C3=O)cc2)c(Cl)c1 (stereo not given)
  -21%	1%	-12%	1	2%	.	3%	4%	-12%
Cc1ccnc(NC(=O)c2ccc(Cl)c(NC(=O)c3ccccc3C)c2)c1
  18%	-3%	3%	-3	0%	22%	4%	-7%	-4%

# The list goes on:
SMILES,Pol iota inh,BLM helicase inh,Pol kappa inh,RXFP1 antag,PGK inhibitor,APEX1 inh,POLB inh,Anesthetic bind,POLH inh
COc1ccc(S(=O)(=O)NC2CCCCC2)cc1C(=O)N1CCCCC1,-5%,-1%,-11%,-4,2%,0%,83%,-6%,-7%
Cc1cc(C)cc(NC(=O)COC(=O)CCC2CCCC2)c1,?,.,-17%,-15,3%,-14%,.,.,-11%
O=C(c1ccccc1F)N1CCN(S(=O)(=O)c2ccc(S(=O)(=O)N3CCCCC3)cc2)CC1,?,0%,-3%,-9,0%,-2%,32%,-6%,3%
CCOc1ccc(C(=O)Nc2c3c(nn2-c2cccc(Cl)c2)CS(=O)C3)cc1 (stereo not given),-6%[58.9 µM],-6%,-8%,7,i,0%,-20%,5%,-15%
COc1ccc(S(=O)(=O)Nc2cccc(-n3cnnn3)c2)cc1OC,5%,-1%,0%,1,-3%,11%,19%,-4%,-23%
CCOC(=O)c1c(P(=O)(N2CCOCC2)N2CCOCC2)noc1N,1%,-2%,-15%,2,-1%,-4%,14%,-9%,-10%
CCOC(=O)Cc1csc(NC(=O)COc2ccccc2OC)n1,-6%,-1%,-2%,8,.,-4%,19%,-8%,-4%
O=C1CC(C(=O)Nc2ncccn2)C(c2ccccc2)O1 (stereo not given),?,-6%,-6%,-13,i,-1%,7%,-3%,-17%
O=C(NCCN1CCOCC1)C1CCC(CNS(=O)(=O)c2ccc(Cl)cc2)CC1 (stereo not given),0%,-2%,-8%,-2,.,-4%,-1%,-15%,-10%
COC(=O)CCC(=O)OC1(C)C(=O)C=C2C=C(C3CC3)N(C3CC3)C=C2C1=O (stereo not given),14µM*,-7%[12.4 µM],-16%,.,3%,-4%[12.4 µM],-11%,0%,-14%
C=CCNC(=S)Nc1sc2c(c1C(=O)OCC)CC(C(C)C)OC2 (stereo not given),-20%[58.9 µM],-4%,-11%,-96*,i,-3%,1%,-22%,-11%
CSc1nsc(/C=C/Nc2ccc(Cl)cc2)c1C#N,?,-11%,-9%,-6,-9%,1%,4%,-22%,?
CN(CC(=O)Nc1ccccc1Cl)C(=O)CCc1nc2ccccc2c(=O)[nH]1,?,.,-10%,-1,-8%,16%,.,.,-3%
COCC(=O)Nc1cc(C)cn(Cc2c(F)cccc2Cl)c1=O,?,-6%,-15%,-10,1%,55%[activator],3%,-14%,-7%
CN(C)/C=C(\C#N)C(=O)c1cccc(Oc2ccc(Br)cc2)c1,3%,-13%,-4%,-8,-6%,-1%,18%,?,-9%
COc1ccc([N+](=O)[O-])cc1NC(=O)C1C2C=CC(C2)C1C(=O)O (stereo not given),42%[activator],-6%,-11%,-13,0%,-3%,63%,31%[activator],3%
c1ccc(CNc2nc(-c3ccccc3)nc3ccccc23)cc1,58%[activator],-9%,1%,-11,2%,-10%,11%,-11%,-25%
Cc1cc(=O)oc2cc(NC(=S)NNC(=O)c3c(Cl)cnn3C)ccc12,0%,-5%,-6%,-11,i,13%,14%,-8%,-16%
COc1ccc2cc(C(=O)C3CCCN(Cc4cnc(C)s4)C3)ccc2c1 (stereo not given),-1%,-15%,-10%,-38,-7%,-4%,11%,-10%,-15%
O=C1c2ccccc2C(=O)N1CCOc1ccc(F)cc1,12%,-7%,1%,0,i,17%,34%,-17%,-6%
O=c1[nH]c(=O)n(Cc2ccco2)c2c1C(C(F)(F)F)(C(F)(F)F)N=C(c1ccco1)N2,-2%,-4%,-13%,3,-5%,-8%,1%,0%,?
Cc1ccc(-c2noc(C3CCCN(S(=O)(=O)c4ccc5ccccc5c4)C3)n2)o1 (stereo not given),34%,-10%,-13%,-4,-7%,-2%,0%,-9%,-7%
O=S(=O)(Nc1cccnc1Cl)c1ccc(-c2ccccc2)cc1,2%,0%,2%,-13,-3%,-18%,20%,-3%,-12%
CCN(CC)c1cc(C)c2cc(NC(=O)c3cccs3)ccc2n1,76%[activator],-2%,-4%,-19,-7%,1%,13%,1%,-16%
Cc1nc(-c2noc(-c3ccc(Cl)cc3)n2)c(C(F)(F)F)o1,29%,-2%,-6%,-18,-1%,4%,-3%,-14%,2%

# (more compounds)
SMILES,Pol iota inh,BLM helicase inh,Pol kappa inh,RXFP1 antag,PGK inhibitor,APEX1 inh,POLB inh,Anesthetic bind,POLH inh
Cc1ccc(SCC(=O)NC(=O)NC2CCCC2)c(C)c1,-7%,.,2%,11,10%,37%,.,.,0%
CCOCc1c(C(=O)NCc2ccccc2CN2CCCC2)oc2ccccc12,?,.,5%,-3,-5%,38%[activator],.,.,-16%
CCOc1ccccc1NC(=O)c1ccc(C(=O)Nc2ccccc2OCC)cc1,?,-10%,?,-1,8%,.,-1%,-3%,-12%
CCOC(=O)c1c(NC(=O)CSc2nnc(-c3cccnc3)o2)sc(C)c1C,15%,3%,-8%,-18,2%,-3%,17%,2%,-15%
COc1ccc(-c2cc(=O)oc3c(C)c(OC(C)C(=O)NCc4ccccn4)ccc23)cc1 (stereo not given),-14%,-8%,2%,.,i,37%,17%,-12%,0%
Cc1ccc2nc(-c3ccc(Cl)c(NC(=O)c4cccnc4)c3)oc2c1,7%,0%,6%,.,-2%,.,-1%,15%,-9%
CN(C)S(=O)(=O)c1cccc(C(=O)NCCc2ccccc2)c1,19%,-1%,-6%,-4,2%,?,2%,3%,-15%

# Only part of the results is shown; count on the stated rates, not on these rows.
